S3 lipid droplet – qHTS Assay for Lipid Storage Modulators in Drosophila S3 Cells; AID 2685, 2010; 320,000 compounds, 0.64% hits; lipid storage change, negative = inhibition, % at the top dose, mostly 46.1 µM; hits show Potency in µM; Drosophila S3 cells, BODIPY lipid droplet fluorescence, 18-24 h; cells fed with added oleic acid; active = well fitted inhibition curve with a large enough effect in the signal ratio, with a control signal flat, not every such curve was filed as active; inconclusive = small, poorly fitted or top-dose-only effect, or effect the other way, or a change in a side signal; the % refers to the signal ratio
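Drosophila S3 cells got compounds at several concentrations plus oleic acid (400 uM solution). Laser-scanning cytometry with 488 nm excitation read lipid droplets at 500-530 nm and cells at 575-640 nm. Percent activity was relative to 20 uM Triacsin C.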
S3 lipid droplet cell count max – further read-out of S3 lipid droplet, marked with its call; cell number change, %; measured here: cell count max response;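 cells counted by Cell Tracker Red CMTPX staining in the red channel; peak over a dose series mostly up to 46.1 µM; percent activity relative to internal control wells on each plate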
* marks the source's active call; other numbers are inactive results; i = inactive; ? = inconclusive; / = not tested or not shown; [ ] = dose if it differs, or a comment. % is scaled to controls: 0 for no effect and ±100 for the full control effect; potency is read from the fitted curve at half-maximal effect. Only part of the results is shown (hit frequency here may not be typical).

SMILES	S3 lipid droplet	S3 lipid droplet cell count max
NNC(=O)CN1C(CN2CCOCC2)=Nc2ccc(Br)cc2C1c1ccccc1 (configuration not stated)	10.7%	6.6
COC(=O)/C=C1\S/C(=N/NC(=O)c2ccc(OC)cc2)NC1=O	?	/
O=[N+]([O-])c1ccc(-c2nc(NCc3ccccc3)c3ccccc3n2)cc1	?	/
Cc1ccc(C2OC3=C(C(=O)CC(C)(C)C3)C(N)=C2C#N)o1 (configuration not stated)	?	/
COC(=O)c1[nH]c2cc(OC)ccc2c1NC(=O)CCN1CCN(c2cccc(C)c2C)CC1	24.1%	-25.6
COc1ccccc1N1CCN(C2CCN(S(=O)(=O)c3ccc4ccccc4c3)CC2)CC1	?	/
Cc1ccc(S(=O)(=O)NCc2cn3ccccc3n2)c(C)c1	?	/
Cc1ccc(/C=C/C2=NN(C)C(=O)CC2)cc1	?	/
Cc1ccc(CNCC2CCCO2)o1 (configuration not stated)	4.4%	-2.6
CCOC(=O)c1ccc(NC(=S)N2CCSC2c2ccc(Br)cc2)cc1 (configuration not stated)	?	/
COc1ccc(-c2cn3c(C)c(C(=O)NC(C)C)sc3n2)cc1	-28.9%	9.2
COc1ccccc1C(=O)NC(=O)CSc1nc2nc(C)cc(C)n2n1	?	/
CN(Cc1ccccc1)C(=O)NC1CCCCC1	-16.1%	-14.5
CC(C)(C)OC(=O)NCCCCCc1nnc(SCc2ccccc2)o1	-19.2%	-7.9
COc1cccc(-c2cc(-c3cccnc3)nc(N)c2C#N)c1	-0.2%	7.1
CC(C)(C)c1ccc(CCC(CC(=O)O)CC(=O)O)cc1	?	/
COc1ccc(-n2cc(CN[C@H]3CCCCNC3=O)c(-c3cccc(F)c3)n2)cc1	1.9%	-1.5
O=C(CCCOc1ccccc1)Nc1ccc(S(=O)(=O)Nc2ccccn2)cc1	?	/
CCn1cc(/C=N\NC(=O)c2cc(-c3ccccc3OC)nc3ccccc23)c(C)n1	?	/
S=c1[nH]nc(-c2cc(-c3ccccc3)n[nH]2)n1/N=C/C=C/c1ccco1	-11.4%	-1.8
COc1ccc(-c2nnc3cccc(Cl)n23)c(OC)c1	?	/
Cc1ccc(C(=O)OCN2C(=O)c3ccccc3C2=O)c(O)c1	i	/
Fc1ccccc1NC(=S)NCCc1ccc(Cl)cc1	?	/
OC1CN=C2CCCc3c2n(c2ccc(Cl)cc32)C1 (configuration not stated)	13.6%	17.6
NCCOc1ccccc1-c1ccccc1	15.7%	-1.8

2 records drawn at random from those above:
SMILES	S3 lipid droplet	S3 lipid droplet cell count max
COc1cccc(-c2cc(-c3cccnc3)nc(N)c2C#N)c1	-0.2%	7.1
NCCOc1ccccc1-c1ccccc1	15.7%	-1.8

An excerpt of these results, as labelled records.
> CC(C)(C)c1ccc(CCC(CC(=O)O)CC(=O)O)cc1
  S3 lipid droplet: ?
  S3 lipid droplet cell count max: /

> COc1ccc(-n2cc(CN[C@H]3CCCCNC3=O)c(-c3cccc(F)c3)n2)cc1
  S3 lipid droplet: 1.9%
  S3 lipid droplet cell count max: -1.5

> O=C(CCCOc1ccccc1)Nc1ccc(S(=O)(=O)Nc2ccccn2)cc1
  S3 lipid droplet: ?
  S3 lipid droplet cell count max: /

> CCn1cc(/C=N\NC(=O)c2cc(-c3ccccc3OC)nc3ccccc23)c(C)n1
  S3 lipid droplet: ?
  S3 lipid droplet cell count max: /

Entries listed so far with an NH in an aromatic ring, in the order listed:
SMILES	S3 lipid droplet	S3 lipid droplet cell count max
COC(=O)c1[nH]c2cc(OC)ccc2c1NC(=O)CCN1CCN(c2cccc(C)c2C)CC1	24.1%	-25.6
S=c1[nH]nc(-c2cc(-c3ccccc3)n[nH]2)n1/N=C/C=C/c1ccco1	-11.4%	-1.8

(continued)
SMILES	S3 lipid droplet	S3 lipid droplet cell count max
COc1ccc(S(=O)(=O)NNC(=O)Nc2ccccc2OC)c(OC)c1	15.3%	-13.6
CCOC(=O)N1CCN(S(=O)(=O)c2ccc(F)c(C(=O)Nc3ccc(C)c(Cl)c3)c2)CC1	?	/
C[C@H](O)CC1=C[C@H](O)[C@@H](C)OC1=O	3.8%	-9.6
COc1ccccc1C(=O)NC(=O)COC(=O)c1ccc(NC(=O)CC#N)cc1	25.9%	16.0
COc1cc(OC)c(C2CC(=O)N3CN(C)CSC3=C2C#N)cc1OC (configuration not stated)	?	/
O=C(NC1CCCc2ccccc21)C1CCN(c2c3c(nc4ncnn24)CCC3)CC1 (configuration not stated)	i	/
O=C(Nc1ccc(S(=O)(=O)N2CCCCCC2)cc1)c1ccco1	i	/
CCOC(=O)CN(C)Cc1c[nH]c2ccccc12	i	2.4
Nc1nnn(CC(=O)N/N=C/c2ccc(Cl)cc2Cl)n1	0.0%	10.9
Cc1ccc(NC(=O)CN2C(=O)NC(Cc3c[nH]c4ccccc34)C2=O)cc1 (configuration not stated)	?	/
Cc1cc(C)c(C)c(S(=O)(=O)NC(C(=O)NCCc2ccco2)C(C)C)c1C (configuration not stated)	?	/
N#C/C(=C\c1ccc(OCC(N)=O)cc1)c1ccccc1	?	/
COc1cccc(C(=O)N2CCN(Cc3cccc(F)c3)CC2)c1	i	/
S=c1[nH]nc(-c2ccccn2)n1/N=C/c1c(Cl)cccc1Cl	0.6%	3.5
O=C(COC(=O)CCOc1ccccc1)Nc1ncc(Cl)cc1Cl	3.3%	12.9
COc1ccc(CNC(=O)C2CCCN(c3nc4ccccc4o3)C2)c(OC)c1 (configuration not stated)	?	/
Cc1nnc(NC(=O)CSc2nnc(C(C)NC(=O)c3ccccc3F)n2C)s1 (configuration not stated)	?	/
O=C(COC(=O)c1ccc(Br)cc1)NCCc1ccccc1	?	/
O=C(N/N=C/c1cnc(N2CCOCC2)s1)c1ccccc1	?	/
COC(=O)CS(=O)(=O)c1ccsc1C(=O)Nc1ccc(F)cc1	11.8%	/
CCc1ccc(S(=O)(=O)NC2CCCCNC2=O)cc1 (configuration not stated)	?	/
CCOC(=O)CC(=O)Nc1nnc(CC(C)C)s1	21.6%	1.1
CCN(CC)CCn1c(SCC(=O)Nc2ccc(F)cc2)nc2c(sc3ccccc32)c1=O	-1.6%	19.2
Cc1cc(N=Nc2ccccc2C(=O)O)c(C)c(C)c1O	?	/
Cc1c(/C=N/NC(=O)C2(O)c3ccccc3-c3ccccc32)cnn1C	?	/

(listing goes on)
SMILES	S3 lipid droplet	S3 lipid droplet cell count max
O=C(O)c1cn(Cc2ccccc2)nc1-c1cccnc1	-4.4%	-0.9
CC1=NN(C(=O)COc2ccccc2)C(O)(c2cccnc2)C1 (configuration not stated)	2.9%	1.5
O=C(c1cccc(C(F)(F)F)c1)C1CCCN(C(=O)Cn2cncn2)C1 (configuration not stated)	i	/
Cc1ccc(S(=O)(=O)N2CCOCC2)cc1NC(=O)C1=NN(c2ccccc2)C(=O)CC1	?	/
COc1ccc(-c2nc3ccccc3nc2-c2ccc(OC)cc2)cc1	?	/
CCOC(=O)CSCc1nc(-c2ccc(Cl)cc2)oc1C	-3.1%	16.4
COc1ccc(N(CC(=O)N2CCC(C(N)=O)CC2)S(=O)(=O)c2ccccc2)cc1	?	/
CC(C)(Oc1ccc(CCNC(=O)c2ccc(Cl)cc2)cc1)C(=O)O	-1.1%	11.0
C#CCNC(=O)C1=C[C@@H](c2csc3ccccc23)[C@H](CCCO)[C@@H](OCC)O1	-2.0%	9.3
COc1cc(OC)c2ccc(=O)oc2c1C(CC(=O)N1CCCC(C)C1)c1ccc2c(c1)OCO2 (configuration not stated)	?	/
Cc1ccc(NC(=O)C2CCCN2C(=O)NC2CCCCC2)cc1 (configuration not stated)	-13.9%[9.22 µM]	5.0
O=C(N/N=C\c1ccc(-c2ccc(Cl)c(Cl)c2)o1)C(=O)N1CCCC1	-3.9%	-5.6
Cc1c(NC2=C(Cl)C(=O)N(c3ccccc3Cl)C2=O)c(=O)n(-c2ccccc2)n1C	17.1%	8.3
O=[N+]([O-])c1cccc(S(=O)(=O)N2CCCC2)c1	-8.0%	-0.5
CCOC(=O)Cc1csc(NC(=O)Cc2cccs2)n1	?	/
Cc1noc(NS(=O)(=O)c2ccc(N/C=C\C(=O)c3ccc4c(c3)OCO4)cc2)c1C	0.5%	1.8
Cc1occc1-c1nnc(SC(C)C(=O)Nc2ccccc2F)o1 (configuration not stated)	-24.1%	-7.7
CC(OC(=O)CC1CC2CCC1C2)C(=O)Nc1ccc(C(N)=O)cc1 (configuration not stated)	?	/
Cc1ccc(CN2CCNC(=O)C2CC(=O)N(Cc2c(C)nn(C)c2C)C2CC2)o1 (configuration not stated)	-1.3%	0.6
NS(=O)(=O)c1ccc(CCNC(=O)COC(=O)/C=C/c2ccccc2Cl)cc1	?	/
Cc1onc(-c2ccccc2Cl)c1NC(=O)NCc1cccs1	-2.4%	-3.1
CC1CCCC(C)N1CCCNC(=O)c1csc2c1CCCCC2 (configuration not stated)	?	/
COC(=O)c1cccc(S(=O)(=O)N2CCC(NC(=O)Nc3cccc(F)c3)CC2)c1	?	/
CCC1(C)Cc2[nH]c(=O)c(C#N)cc2CO1 (configuration not stated)	?	/
Cn1c(=O)c2c(nc(CN3CCN(C(=O)c4ccco4)CC3)n2Cc2cccc(Cl)c2)n(C)c1=O	?	/

Look-ups from above.
S3 lipid droplet result of CC1=NN(C(=O)COc2ccccc2)C(O)(c2cccnc2)C1 (configuration not stated) is entered as 2.9%
S3 lipid droplet result of CCOC(=O)CSCc1nc(-c2ccc(Cl)cc2)oc1C is entered as -3.1%
S3 lipid droplet cell count max result of Cc1ccc(NC(=O)C2CCCN2C(=O)NC2CCCCC2)cc1 (configuration not stated) is entered as 5.0

Other results follow.
SMILES	S3 lipid droplet	S3 lipid droplet cell count max
O=C(Nc1ccnn1C1CCN(C2CCOCC2)CC1)c1cccc(F)c1	?	/
CS(=O)(=O)N1CCC(C(=O)NCCC2=CCCCC2)CC1	i	/
COc1cc(C(=O)Nc2nnc(C(C)(C)C)s2)c([N+](=O)[O-])cc1OC	-2.3%	0.3
Cc1cc(C(=O)CN2c3cccc4cccc(c34)S2(=O)=O)c(C)n1C	?	/
COc1cc(NC(=O)c2ccc(-c3cccc([N+](=O)[O-])c3)o2)ccc1NC(=O)C(C)C	?	/
CCOc1ccccc1-c1nc(-c2ccc(NC(=O)Cc3ccc(OC)cc3)cc2)no1	-20.1%	-6.6
CCOc1cc(CNCc2ccc(C(=O)O)cc2)ccc1OC	-7.6%	16.1
O=C(Nc1ccc(S(=O)(=O)N2CCCC2)cc1)c1ccc2c(=O)n3c(nc2c1)CCCCC3	?	/
O=C(NCc1ccc(F)cc1)c1cc(S(=O)(=O)N2CCOCC2)ccc1F	?	/
CC(C)CCNC(=O)CN(Cc1ccco1)C(=O)CCC(=O)Nc1nccs1	?	/
CC(C)(C)CC(=O)NC(=S)NCCc1ccccc1	?	/
Cc1c(C=O)c2ccccn2c1C(=O)c1ccncc1	-6.3%	-1.5
COC(=O)c1c(C)[nH]c(C(=O)CN2C(=O)NC3(CCOc4ccccc43)C2=O)c1C (configuration not stated)	20.8%	-21.7
Cc1ccc(S(=O)(=O)N(C)C)cc1NC(=S)Nc1ccc2cn[nH]c2c1	?	/
Cc1cccc(N2CCN(C(=O)COc3ccc4c(c3)CCC4)CC2C)c1 (configuration not stated)	2.06µM*	-2.2*
CC(=O)Nc1c(OC(C)=O)ccc2c(C)cc(=O)oc12	7.6%	19.7
COc1ccc(OC)c(S(=O)(=O)Nc2ccc3c(c2)n(C)c(=O)n3C)c1	?	/
COc1ccc(C(C2C(=O)CC(C)(C)CC2=O)C2C(=O)CC(C)(C)CC2=O)cc1CO	?	/
COc1ccccc1OCCC(=O)OCC(=O)Nc1cc(S(=O)(=O)N(C)C)ccc1Cl	i	/
O=C(CN(C1CCCCC1)S(=O)(=O)c1ccccc1)NCc1ccco1	-16.1%	-0.4
COc1ccc(CN(C)CC(=O)N2CCc3ccccc3C2)cc1	?	/
O=C(NC1=NCCS1)c1nc(-c2ccccc2)n(-c2ccccc2)n1	i	/
CCN(CC)C(=O)Cn1c(=O)n(-c2ccccc2)c(=O)n1CC(=O)N(CC)CC	6.1%	5.6
O=C1C(=O)N(Cc2ccco2)C(c2cccs2)/C1=C(\O)c1cccc([N+](=O)[O-])c1 (configuration not stated)	-9.7%	-3.2
Cc1ccccc1NC(=S)N1CCCC1	?	/

(more compounds)
SMILES	S3 lipid droplet	S3 lipid droplet cell count max
CC(NCC(=O)Nc1ccccc1C(=O)NC1CC1)c1ccc(S(C)(=O)=O)cc1 (configuration not stated)	-1.4%	-21.5
Cc1ccc(C)c(NC(=S)N/N=C2\CCc3ccccc32)c1	9.0%	0.6
Cc1c(N=C2Nc3cccc4cccc2c34)c(=O)n(-c2ccccc2)n1C	?	/
Cc1noc(C)c1-c1nc(CS(=O)(=O)c2ccccc2)no1	-0.7%	-17.1
C=C(C)CSc1ncc(-c2cccc(C(F)(F)F)c2)cn1	i	-14.8
O/N=C/CCn1c(=S)sc2ccccc21	15.2%	-16.2
Cc1cc(C(=O)N/N=C/c2cn[nH]c2-c2ccccc2)cs1	-2.7%	-21.4
COc1ccc(SCCN2CC[C@@H](C)CCC2=O)cc1	1.8%	4.2
COc1ccc(Cl)cc1NC(=O)NCc1ccco1	?	/
O=C(O)c1ccc(/C=N/Nc2nc3ccccc3[nH]2)cc1	4.9%	1.5
O=C(c1ccc(-n2cccn2)cc1)N1CCc2ccccc2C1	?	/
COC(=O)c1c(-c2ccccc2OC)sc2ccccc12	13.2%	-8.1
COc1ccc(CCC(=O)NC2=NCCS2)cc1OC	8.7%	8.4

Compound activity as filed in PubChem BioAssay.
